# High-throughput results from PubChem.
# PDI inh: inhibitors of human PDI, primary screen, biochemical, turbidity, single point, plate reader; PDI insulin aggregation turbidity, A650, 90 min; actives 0.052% (n = 350,000); Protein disulfide-isomerase (Homo sapiens), P07237; inhibition, % at 10 µM;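 active = mean inhibition across replicates of 30% or more, whatever share of single replicates reach that level; inconclusive = mean inhibition below 30% while every single replicate reaches 30%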;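 note: absorbance from insulin aggregation driven by PDI reduction with DTT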
# Target sequence (P07237 whole entry, looked up): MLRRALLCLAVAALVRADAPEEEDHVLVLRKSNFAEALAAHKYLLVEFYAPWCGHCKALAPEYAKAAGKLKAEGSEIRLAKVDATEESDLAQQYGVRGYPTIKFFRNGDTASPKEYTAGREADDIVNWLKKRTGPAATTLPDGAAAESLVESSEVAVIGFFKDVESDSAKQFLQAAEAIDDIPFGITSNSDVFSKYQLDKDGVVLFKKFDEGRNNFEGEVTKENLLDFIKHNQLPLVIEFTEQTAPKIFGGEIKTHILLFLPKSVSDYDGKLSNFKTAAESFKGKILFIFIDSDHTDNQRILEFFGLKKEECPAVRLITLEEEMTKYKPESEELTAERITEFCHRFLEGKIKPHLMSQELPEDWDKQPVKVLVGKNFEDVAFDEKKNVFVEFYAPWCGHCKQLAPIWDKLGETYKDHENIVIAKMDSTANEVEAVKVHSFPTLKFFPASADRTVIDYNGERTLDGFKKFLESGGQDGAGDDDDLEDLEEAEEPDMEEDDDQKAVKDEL
# Vif imaging: HIV Vif self-association inhibitors, primary screen, imaging, HEK293T, single point. HEK293T cells, Vif self-association by quenched fluorescence, 24 h. actives 0.35% (n = 340,000). inhibition, % at 7.49 µM; in the data active = inhibition above about 50%, passing the limit was not always enough; inconclusive = no clear call, values can overlap the other calls; inactive = below about 31%; note: some results filed as inactive read as strong as hits
# N-glyco inh: increase of ERlucT glycosylation luciferase signal, primary screen, N-linked glycosylation inhibitor project, D54 ERlucT cells, luminescence, set 2; actives 0.23% (n = 360,000); D54 ERlucT glycosylation luciferase reporter, 24 h; percent of 100 nM tunicamycin response; reporter increase, % at 12.5 µM; AID 588692, 2011;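 active = mean luciferase reporter signal, scaled so untreated is 0 and the glycosylation-blocking control 100, at or above a set limit in every replicate; inconclusive = mean reaches the limit but not every replicate does; inactive = mean below the limit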;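 note: luciferase carries N-glycosylation sites so blocking glycosylation raises the light; 0% = median of neutral control wells and 100% = median of 100 nM tunicamycin wells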
# ABCB6 inh MLPCN: ABCB6 transporter inhibitors, primary screen, K562-ABCB6 cells, flow cytometry, MLPCN library | actives 0.19% (n = 360,000) | ATP-binding cassette sub-family B member 6 (Homo sapiens), Q9NP58 | fluorescence ratio to DMSO, % at 10 µM | K562-ABCB6 porphyrin accumulation, 1 h; hits give low values | AID 602162, 2011;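 active = fluorescence ratio to DMSO below 75%, the collection mean minus 3 SD; inconclusive = too few cells collected in the well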;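 note: signal is porphyrin accumulated inside mitochondria; 100% equals median channel fluorescence of DMSO control wells; lower ratio means ABCB6 inhibition with less porphyrin fluorescence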
# Cardio protect: cardioprotection against H2O2-induced cell death, primary screen, uHTS, H9c2 cells, ATPLite luminescence. H9c2 cardiomyocytes, H2O2 injury protection, 2 h. protection from H2O2 cell death, % at 20 µM. actives 0.63% (n = 360,000);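 active = compounds giving at least 50% protection of heart cells from peroxide-induced death in the single-dose screen, raw or plate-pattern-corrected value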;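 note: 0% = DMSO wells with peroxide and 100% = DMSO wells without peroxide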
# CaV13 FRET inh: Disruptors of the CACNA1D IQ motif to Ca2+-dependent inactivation inhibitor domain association, primary screening, Förster resonance energy transfer in intact living …; actives 0.098% (n = 340,000); inhibition, % at 12.3 µM; HEK cells, CFP/YFP FRET ICDI-IQ, plate reader, 10 min; percent FRET-ratio fall versus neutral wells;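 active = mean replicate inhibition of at least 30% and at least 1% of replicates passing that level; inconclusive = only one of the two criteria is met; inactive = neither criterion is met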;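 note: 0% = median of the neutral control wells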
# m5-HT2A agonist: mouse Htr2a agonists via beta-arrestin recruitment, primary screen, cell-based, luminescence. 5-hydroxytryptamine receptor 2A (Mus musculus), P35363. CHO-K1 mHTR2A beta-arrestin complementation; percent of 30 µM serotonin response. activation, % at 7.6 µM. actives 0.66% (n = 360,000). AID 624169, 2012;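 active = activation above a run cutoff, the mean activation of all tested compounds plus 3 SD, cut at about 14% in these data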;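 note: 0% = plate median of compound wells and 100% = 30 µM serotonin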
# Target sequence (P35363 whole entry, looked up): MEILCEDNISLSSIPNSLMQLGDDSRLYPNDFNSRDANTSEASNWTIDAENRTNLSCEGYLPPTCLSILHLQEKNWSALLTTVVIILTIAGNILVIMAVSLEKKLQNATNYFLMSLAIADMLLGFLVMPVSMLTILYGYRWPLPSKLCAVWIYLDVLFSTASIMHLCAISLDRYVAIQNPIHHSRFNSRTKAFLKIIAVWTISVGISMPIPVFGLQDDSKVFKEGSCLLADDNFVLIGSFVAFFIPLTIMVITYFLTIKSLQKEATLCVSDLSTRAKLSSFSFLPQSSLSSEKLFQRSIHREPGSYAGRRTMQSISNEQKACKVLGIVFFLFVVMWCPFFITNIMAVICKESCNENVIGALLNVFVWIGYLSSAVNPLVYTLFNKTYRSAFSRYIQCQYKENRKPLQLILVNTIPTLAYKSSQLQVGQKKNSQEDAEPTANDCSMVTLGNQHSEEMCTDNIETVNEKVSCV
# iPSC survival up: enhancers of single-cell hiPSC survival, primary screen, ATPlite luminescence; AID 602274, 2012; actives 0.044% (n = 360,000); survival enhancement, % at 20 µM; 100% = ROCK inhibitor wells, 0% = DMSO; in the data active = survival enhancement above about 18%;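 note: cells exposed to compounds for 16 hours before the ATP read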
# aDG glyco up: activators of alpha-DG glycosylation, primary screen, uHTS, Pro5-aDG cells, AlphaScreen; actives 0.22% (n = 360,000); alpha-DG glycosylation AlphaScreen (IIH6); 0% Pro5, 100% B10-LARGE cell signal; activation, % at 10 µM;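 active = activation of at least 8% versus controls, or a plate z-score of at least 8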;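 note: Pro5 are CHO cells carrying HIG-tagged alpha-DG that lacks glycosylation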
# Granule exo inh: LAMP-1 surface exposure blockers, TALL-104 cells – cell-based, flow cytometry, MLPCN library, primary screen. AID 651702, 2012. actives 0.66% (n = 360,000). TALL-104 LAMP-1 surface exposure; cells stimulated with thapsigargin and PMA. inhibition, % at 10 µM;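 active = inhibition above about 55%, limit read from the data; inconclusive = no clear call, values can overlap the other calls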
# * hit, by the source's call; u = inconclusive; x = no result given.
item	Molecule	Vif imaging	iPSC survival up	Cardio protect	ABCB6 inh MLPCN	CaV13 FRET inh	N-glyco inh	m5-HT2A agonist	aDG glyco up	PDI inh	Granule exo inh
1	CCOc1ccc(N2CC(C(=O)NNC(=O)c3ccc(F)cc3)CC2=O)cc1 (stereo not given)	11	-0.4	0	97	-7	3	-8	-0.3	5	-6
2	Cc1ccc(Nc2nc(N)nc(CN3CCc4ccccc4C3)n2)cc1	8	-1.2	10	95	-4	5	-9	0.0	-4	0
3	CCOc1cc(C(=S)N2CCOCC2)ccc1OC(=O)c1cccc(C)c1	-13	0.0	-1	94	-5	-1	-2	0.0	-3	0
4	Cc1csc2nc(NC(=O)c3ccccc3)sc(=O)c12	-1	0.9	-12	98	-19	12	0	0.0	-7	0
5	CNc1ccncc1S(=O)(=O)NC	0	1.0	3	91	-6	-1	5	0.0	2	2
6	Cc1ccc(S(=O)(=O)N2CCN(CCOc3cccc(C)c3)CC2)cc1	10	1.9	-9	97	-3	-1	-11	0.2	-2	0
7	Cc1ccc(NC(=O)NCCc2ccc(S(N)(=O)=O)cc2)cc1	-8	-2.4	-2	94	-6	0	-2	-0.3	-2	-1
8	Cc1cc(=O)n(CCCc2ccccc2)[nH]1	6	3.5	14	97	-5	0	3	2.0	3	1
9	CC(C)N1C(=O)c2ccc(C(=O)O)cc2C1=O	-2	-0.8	11	88	-8	0	-1	-0.1	-1	-5
10	CCCCn1c(N)c(N(CC)C(=O)c2ccco2)c(=O)[nH]c1=O	-4	1.6	1	101	-6	0	10	0.2	-8	0
11	Cc1cc(C)n(CCC(=O)N2CCN(S(=O)(=O)c3ccc(C)c(C)c3)CC2)n1	18	-0.5	7	94	-4	-4	4	0.1	11	3
12	CN(C(=O)CSc1nc(-c2ccccc2)cs1)C1CCS(=O)(=O)C1 (stereo not given)	-12	-4.4	2	98	-6	1	-1	0.1	-1	11
13	O=C(O)CC1NC(=S)N(Cc2ccccc2)C1=O (stereo not given)	4	-1.7	-1	100	-9	3	-1	-0.2	-1	0
14	CCc1n(CC(O)COCc2ccccc2)c2ccccc2[n+]1C (stereo not given)	-4	-0.1	-6	95	-1	-1	0	-0.3	-7	0
15	COc1ccc2c(CCNC(N)=S)c[nH]c2c1	13	-0.1	-3	91	-6	1	-4	-0.1	0	5
16	CCOC(=O)c1ccc(NC(=O)C2COc3ccccc3O2)cc1 (stereo not given)	-4	-0.2	6	92	-6	0	2	0.1	4	13
17	Cc1cc(C)cc(NC2=NCC(=O)N2Cc2ccccc2)c1	x	5.4	4	91	-5	0	-3	0.2	3	-2
18	O=C(Nc1ccc(F)c(F)c1)C1CCCN1S(=O)(=O)c1ccc(F)cc1 (stereo not given)	2	0.3	-3	101	x	-1	-5	-0.4	-2	26
19	O=C(COc1ccccc1Cl)NNC(=O)Cn1[nH]c(=O)c2ccccc2c1=O	12	-1.3	92*	100	-3	-1	-1	0.0	-1	13
20	CC(NC(=O)c1ccc2c(c1)OCCO2)c1ccc(S(N)(=O)=O)cc1 (stereo not given)	3	-1.2	7	98	-5	2	-1	-0.3	-4	-2
21	CC1=C(C(=O)N2CCOCC2)CC(CC(=O)NCCN2CCOCC2)C(=O)N1Cc1ccc(C(C)(C)C)cc1 (stereo not given)	x	0.2	7	100	-5	3	-2	0.0	1	-2
22	Fc1ccc(-c2csc(Nc3ccccn3)n2)c(F)c1	-16	-0.7	-18	94	-4	-12	2	0.0	3	-15
23	O=C(Nc1cccc(S(=O)(=O)N2CCOCC2)c1)C1CCCN(C(=O)c2ccc(Cl)cc2)C1 (stereo not given)	-4	1.9	-14	98	-6	-1	4	0.0	6	-1
24	CC(=O)Cc1nsc(NC(=O)c2ccc(Cl)cc2Cl)n1	-4	-0.2	4	93	-7	1	3	-0.1	4	-2
25	Cc1ccc(-c2cc(C(=O)N3CCC(C)CC3)c3ccccc3n2)cc1	-7	-0.5	-6	97	-3	-3	-4	0.9	-1	-2

item	Molecule	Vif imaging	iPSC survival up	Cardio protect	ABCB6 inh MLPCN	CaV13 FRET inh	N-glyco inh	m5-HT2A agonist	aDG glyco up	PDI inh	Granule exo inh
26	COc1ccc(-c2noc(CCCC(=O)NC3CCCC3)n2)cc1	-8	0.9	-15	97	-8	-1	-3	1.0	0	7
27	O=C(NCCS(=O)(=O)NCc1ccccc1)c1ccccc1	-7	1.1	2	98	-3	3	1	0.3	10	-1
28	O=C(c1cccc(S(=O)(=O)N2CCCC2)c1)N1CCN(S(=O)(=O)c2cccc(Cl)c2)CC1	0	-0.3	-2	98	-7	3	-2	0.1	-2	0
29	CCN1CCN(CCCNC(=O)C2c3ccccc3C(=O)N(C)C2c2ccc(OC)cc2)CC1 (stereo not given)	7	-0.2	3	92	-5	0	-1	0.1	-7	2
30	Cc1ccccc1OCc1nnc(SCC(=O)NCc2ccccc2)n1C	-10	0.6	4	101	-3	-1	-2	-0.1	3	-4
31	COCCC(=O)N1CCC(Oc2ccc(C(=O)N3CCCCCCC3)cc2)CC1	-1	-0.3	2	98	-6	-2	-5	-0.1	-6	27
32	O=C(Cc1ccccc1)Nc1cc([N+](=O)[O-])ccc1N1CCOCC1	-6	0.7	4	98	-3	-2	-1	0.0	2	2
33	Cn1cccc1/C=C1\CC(C(C)(C)C)C/C(=C\c2cccn2C)C1=O (stereo not given)	-1	-2.2	-1	295	-134	-5	0	-0.6	-13	8
34	Cc1ccc(/C=C(\C#N)C(=O)Nc2cccc3ncccc23)o1	-3	3.0	6	112	-4	4	-1	-0.2	-2	0
35	COc1ccccc1NS(=O)(=O)c1ccc(C)c(C(=O)NCc2cccnc2)c1	-2	1.0	5	98	-6	-2	-5	-0.4	1	12
36	Cc1nc2ccccc2n1C1CC(=O)N(N(C)C)C1=O (stereo not given)	-4	-0.1	2	98	-9	2	-1	-0.2	4	2
37	CCc1nnc(NC(=O)CSc2nnc(-c3ccco3)n2C)s1	x	-1.8	2	97	-7	-2	3	0.4	-5	-1
38	O=C(NC(=S)Nc1ccccc1N1CCOCC1)c1ccc(-c2ccccc2F)o1	2	0.2	20	103	4	-1	0	0.0	-5	3
39	Cc1ccc(OC(C)C(=O)Nc2ccc(Cl)cn2)c([N+](=O)[O-])n1 (stereo not given)	-13	-0.1	-3	87	-14	4	-1	-0.3	-2	1
40	Cc1nn2c(=O)cc(COC(=O)c3ccc(NC(=O)C(C)(C)C)cc3)nc2s1	10	0.0	-1	100	-2	-3	2	-0.1	-2	-2
41	Cc1ccc(C2=NS(=O)(=O)N(C)C(C(=O)NC3CCCC3)=C2)cc1	9	0.4	-16	98	-5	0	0	0.2	x	3
42	O=C(Nc1cccc(S(=O)(=O)NC2=NCCC2)c1)c1ccc(C(F)(F)F)cc1	-14	-2.0	-6	94	-5	-2	-4	0.0	-2	1
43	COc1ccc(C2NC(=O)NC3=C2CCc2ccccc23)cc1 (stereo not given)	x	1.7	-12	100	x	23	3	0.5	-4	12
44	O=C(Cc1cccs1)N1CCN(S(=O)(=O)c2cc(Cl)ccc2Cl)CC1	-9	-0.4	-3	96	-6	3	6	0.1	-8	-4
45	Cc1cccc(N2C(=N)SCC2=O)c1C	-5	-0.2	0	98	-6	2	2	-0.1	0	1
46	O=[N+]([O-])c1ccc(N2CCN(Cc3ccc([N+](=O)[O-])o3)CC2)cc1	-2	-0.4	-1	99	-4	4	2	0.1	-2	8
47	COc1ccc(CCNC(=O)CSc2nc(C)cs2)cc1	-2	-1.3	-2	104	-3	-2	0	0.0	7	-6
48	Fc1ccc2cnc(-c3ccccc3)c(-c3cccc(C(F)(F)F)c3)c2c1	x	-3.5	-5	97	-5	-2	-1	0.1	-3	13
49	FC(F)(F)c1cc(C(F)(F)F)c2ccc(N3CCN(c4ccc(Cl)cc4)CC3)nc2n1	-9	-0.6	-6	96	-6	-5	2	0.0	11	-1
50	COc1ccc2sc(NC(=O)c3ccco3)nc2c1	x	-4.0	-21	109	-7	-18	-2	-0.1	-4	-1

# Single entries from the entries so far.
# Under m5-HT2A agonist, Cc1nn2c(=O)cc(COC(=O)c3ccc(NC(=O)C(C)(C)C)cc3)nc2s1 reads 2
# Under N-glyco inh, Cc1nc2ccccc2n1C1CC(=O)N(N(C)C)C1=O (stereo not given) reads 2

# An excerpt from above, showing only iPSC survival up.
No.	structure	iPSC survival up
26	COc1ccc(-c2noc(CCCC(=O)NC3CCCC3)n2)cc1	0.9
27	O=C(NCCS(=O)(=O)NCc1ccccc1)c1ccccc1	1.1

# Other structures follow.
item	Molecule	Vif imaging	iPSC survival up	Cardio protect	ABCB6 inh MLPCN	CaV13 FRET inh	N-glyco inh	m5-HT2A agonist	aDG glyco up	PDI inh	Granule exo inh
51	Cc1cc(C)n(CC(=O)n2c(C)c(C)c3ccccc32)n1	-15	0.5	11	95	-7	-2	-6	-0.1	-5	-2
52	CC1(C)CC(=O)C2=C(C1)NC1=C(C(=O)c3ccccc31)C2c1cc([N+](=O)[O-])ccc1O (stereo not given)	2	-0.2	-6	94	-6	-3	-7	-0.1	13	10
53	COc1ccc(NC(=O)c2ccco2)cc1NC(=O)c1cccc(OC(C)C)c1	20	-1.3	8	95	-5	-1	-3	-0.1	3	-2
54	Oc1cc(CNC2CCCCC2)c(O)cc1CNC1CCCCC1	18	-0.9	33	105	-8	3	-4	0.1	2	-13
55	COc1ccc(C2c3c(ccc4ccccc34)Oc3ncn4nc(CO/N=C/c5ccccc5)nc4c32)cc1 (stereo not given)	-16	-0.8	6	97	-3	-1	-1	-0.6	6	-6
56	Cc1ccc(-n2nc(C)c3c2OC(N)=C(C#N)C3c2cccs2)cc1 (stereo not given)	4	7.2	1	97	x	2	0	0.0	1	16
57	COc1ccc(COC(=O)c2ccc(S(=O)(=O)N3CCCCC3)cc2)cc1OC	19	-1.8	-11	100	-6	3	6	-0.2	-7	-1
58	CC1=Nc2cc(C(=O)N3CCCC3)ccc2Sc2ccc(C)cc21	6	0.3	-3	104	-6	0	1	-0.1	-14	-5
59	CC(=O)c1cc2c(cc1NC(=O)C1CC=CCC1C(=O)O)OCO2 (stereo not given)	u	1.5	1	100	-4	0	2	0.0	-2	-1
60	CC(=O)Nc1ccccc1/C=C/c1ccc2c(C)cc(C)c(O)c2n1	0	-2.2	2	93	-2	16	2	0.3	-8	0
61	CCN(CC(=O)NCc1cccs1)C(=O)c1ccc(S(=O)(=O)N(CC)c2ccccc2)cc1	17	-0.2	10	100	-5	-1	-6	0.2	-5	0
